High-throughput results (PubChem BioAssay)
OXTR potentiator: potentiates the human oxytocin receptor response; P30559; activation, % at 3 µM; 0.061% of 320,000 active; CHO-OTR cells, Fluo-8 calcium fluorescence, potentiator mode; 0% = oxytocin EC15, 100% = EC100;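 active = activation above that plate's cutoff, the mean activation of tested compounds plus 3 SD, cut at about 6.6% in these data, passing the limit was not always enough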;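 also: 100% uses oxytocin at 75 nM as the full agonist control; some results filed as inactive read as strong as hits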
Target sequence (P30559 whole entry, looked up): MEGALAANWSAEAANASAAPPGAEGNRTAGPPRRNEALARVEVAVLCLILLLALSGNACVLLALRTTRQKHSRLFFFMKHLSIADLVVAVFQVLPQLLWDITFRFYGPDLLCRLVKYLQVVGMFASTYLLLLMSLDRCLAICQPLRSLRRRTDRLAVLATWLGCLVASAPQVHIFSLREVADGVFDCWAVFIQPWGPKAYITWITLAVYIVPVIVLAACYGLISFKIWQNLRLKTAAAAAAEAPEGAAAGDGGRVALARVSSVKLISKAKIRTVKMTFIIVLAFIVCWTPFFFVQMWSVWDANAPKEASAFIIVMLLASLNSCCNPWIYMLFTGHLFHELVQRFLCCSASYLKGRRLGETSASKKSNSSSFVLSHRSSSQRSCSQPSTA
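assay system = CHO-OTR cells, human receptor | schedule = compound 6 min at room temperature before oxytocin, 100 s read | detection = Fluo-8 intracellular calcium fluorescence, ex 470-495, em 515-575 nm | evaluation = normalized max/min fluorescence ratio, % activation | control set = EC15 oxytocin alone as 0%, 75 nM oxytocin (EC100) as 100%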
CHO parental Ca: counter-screen for OX1R antagonists: effect in parental CHO cells. parental CHO-K1, ATP-induced calcium, Fluo-8 fluorescence. inhibition, % at 5.6 µM. 0.63% of 330,000 active. AID 463079;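 active = inhibition above that plate's mean sample inhibition plus 3 SD, cut at about 26% in these data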;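 also: 0% = ATP-challenged DMSO wells and 100% = DMSO wells without ATP; some compounds past the cut are filed as inactive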
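Assay system: untransfected parental CHO cell line. Also added: ATP agonist challenge. Dosing: one dose, 5.6 µM nominal. Measured by: Fluo-8 fluorescence. Read-out: % inhibition. Benchmarks: ATP wells versus no-ATP DMSO wells. Repeats: no replicates.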
M1 PAM: human CHRM1 positive allosteric modulation. P11229. CHO-K1 hM1, Fluo-8 calcium fluorescence, ACh EC20; 0% = ACh EC20, 100% = maximal ACh. activation, % at 3 µM. 0.088% of 360,000 active; in the data active = activation above about 19%, passing the limit was not always enough
Target sequence (P11229 whole entry, looked up): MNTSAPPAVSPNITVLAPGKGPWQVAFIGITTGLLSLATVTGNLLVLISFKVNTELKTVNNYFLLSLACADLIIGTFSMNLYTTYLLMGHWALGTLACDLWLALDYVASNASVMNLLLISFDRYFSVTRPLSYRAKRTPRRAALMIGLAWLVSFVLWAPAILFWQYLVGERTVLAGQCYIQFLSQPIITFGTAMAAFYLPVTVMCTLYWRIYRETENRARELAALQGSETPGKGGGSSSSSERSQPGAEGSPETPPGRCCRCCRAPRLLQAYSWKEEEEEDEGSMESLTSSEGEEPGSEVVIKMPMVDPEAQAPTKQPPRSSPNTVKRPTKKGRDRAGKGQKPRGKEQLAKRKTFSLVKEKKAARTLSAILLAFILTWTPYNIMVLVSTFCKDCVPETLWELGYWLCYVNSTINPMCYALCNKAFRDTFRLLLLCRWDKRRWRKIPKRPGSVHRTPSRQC
M1 ag: agonists of human M1 muscarinic receptor. P11229. CHO-K1 hM1, Fluo-8 calcium fluorescence, agonist mode; 0% DMSO, 100% acetylcholine EC100. activation, % at 3 µM. 0.33% of 360,000 active. AID 588814;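 active = activation above the run's mean compound activation plus 3 SD, cut at about 16% in these data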;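 also: peak over basal fluorescence ratio within a 140 s kinetic read after compound addition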
M4 antag: antagonists of human muscarinic M4 receptor (CHRM4) | P08173 | CHO-hM4 cells, ACh EC80, Fluo-8 calcium fluorescence | inhibition, % at 3 µM | 0.73% of 360,000 active | AID 624125;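 active = inhibition above its plate's cutoff, the mean inhibition of sample wells plus 3 SD, cut at about 27% in these data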;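 also: 0% = acetylcholine EC80 with DMSO and 100% = DMSO without agonist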
M4 ag: CHRM4 agonism in calcium assay; CHO-K1 hM4/Gqi5, Fluo-8 calcium fluorescence; vehicle 0%, full acetylcholine response 100%; P08173; 0.14% of 360,000 active; activation, % at 3 µM;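 active = activation above the run mean over all test wells plus 3 SD, cut at about 32% in these data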;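 also: peak over basal fluorescence ratio per well then scaled between controls; 0% = DMSO wells and 100% = acetylcholine at EC100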
CHRM1 antagonist: human CHRM1 antagonism; P11229; CHO-K1 hM1, Fluo-8 calcium fluorescence, ACh EC80 antagonist; inhibition, % at 3 µM; 1.3% of 360,000 active; AID 588852;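 active = percent inhibition above its own plate's cutoff, namely the mean of that plate's compound wells plus 3 SD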;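 also: peak over basal fluorescence ratio during 140 s after agonist addition; 0% = ACh EC80 plus DMSO and 100% = DMSO alone without agonist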
CHO-K1 Ca antag: nonselective inhibitor or artifact in parental CHO-K1 cells | ATP-induced calcium, Fluo-8 fluorescence | inhibition, % at 3 µM | 0.6% of 360,000 active | AID 602250;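 active = inhibition above a per-plate cutoff, the plate's mean sample inhibition plus 3 SD, cut at about 24% in these data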;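 also: 0% = DMSO plus EC80 ATP and 100% = DMSO alone without ATP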
M1 ag parental: nonselective activator or artifact in parental CHO-K1 cells; Fluo-8 calcium fluorescence; scaled to maximal ATP response, vehicle zero; 0.48% of 360,000 active; activation, % at 3 µM; in the data active = activation above about 15%;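 also: untransfected CHO-K1 host cells lacking M1 receptor as counterscreen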
The depositor's hits bear a star; . = not tested or not shown.

SMILES	OXTR potentiator	CHO parental Ca	M1 PAM	M1 ag	M4 antag	M4 ag	CHRM1 antagonist	CHO-K1 Ca antag	M1 ag parental
Cc1cccn2c(=O)c3cc(C(=O)NC4CCCCC4)sc3nc12	-5	-10	1	-1	15	0	12	5	0.0
N#Cc1c(-c2ccccc2)nc(SCC(=O)Nc2ccc(OC(F)(F)Cl)cc2)[nH]c1=O	0	-8	8	-3	6	-1	-10	3	6.2
O=C(NCc1ccc(Cl)cc1)c1ncn[nH]1	-13	-12	10	-1	-1	1	-11	-11	1.0
CC(C)NC(=O)c1cc(=O)n(C)c(=O)n1C	-5	1	1	-3	4	1	1	-13	0.6
Nc1nc(SCC(=O)Nc2ccc(Cl)cn2)n[nH]1	-3	9	13	-6	3	1	-5	-7	0.4
CCOC(=O)c1sc(=S)n(-c2ccccc2Cl)c1C	-13	0	-27	-7	21	-1	52*	-13	0.1
COc1ccc(CNC(=O)N[C@@H](Cc2c[nH]c3ccccc23)C(=O)O)cc1	-7	3	12	-1	-13	0	-15	-16	-0.3
O=C(OC(C(=O)NCC1CCCO1)c1ccccc1F)c1ccco1 (stereo not given)	-13	-4	6	-3	1	1	-10	-4	1.2
Cc1ccc(C(=O)NCCCn2ccnc2)cc1[N+](=O)[O-]	-3	-5	11	-5	-11	1	-8	-16	0.7
O=C(N/C=C\c1ccccc1)NCc1ccc(Cl)cc1Cl	-14	-13	-3	-6	-11	1	-14	-6	0.1
Cc1ccc(C)c(Nc2nc3ccccc3[nH]2)c1	.	.	8	-5	-3	1	-16	-2	3.1
Cc1ccc(C2C3=C(CC(C)(C)CC3=O)Nc3[nH]c(=S)[nH]c(=O)c32)cc1 (stereo not given)	2	-13	1	-3	6	0	4	12	-0.3
COc1ccccc1CC(=O)Nc1ccc2nc(C)sc2c1	-2	-13	12	-6	-5	1	-6	-8	0.8
O=C(COC(=O)CNC(=O)C1CCCCC1)Nc1ccc2c(c1)OCCO2	-15	-8	10	-3	0	0	2	-24	0.7
Cn1cc(CN2CCc3c([nH]c4ccccc34)C2C(C)(C)C)cn1 (stereo not given)	1	-10	7	-9	0	1	2	4	0.4
CCOC(=O)C(=O)N(CC)C1CCS(=O)(=O)C1 (stereo not given)	0	-14	4	-4	-6	0	-2	-2	-0.2
Cc1cc(OCC(=O)Nc2ccc(N3CCN(C(=O)c4ccco4)CC3)cc2)cc(C)c1Cl	-3	-13	-7	-1	3	5	5	-9	2.4
CC(C)(C)NC(=O)NC(=O)COC(=O)COc1ccc(Cl)cc1Cl	0	5	11	-11	-1	1	-10	-9	0.5
Cc1ccc(OC(=O)c2cc(=O)c3ccccc3o2)cc1	0	2	1	2	5	1	-1	11	-0.2
Cc1cc(C)n(C(=O)c2nn(C)c(C)c2[N+](=O)[O-])n1	-2	-8	4	-5	-1	0	0	-4	-0.3
O=C(Nc1cccc(Cl)c1)Nc1ccc2nccnc2c1	-15	10	-8	5	9	27	15	17	14
O=C(/C=C/Nc1cccc(F)c1)c1ccco1	-3	-4	5	-2	-5	2	13	8	-0.1
CC1CC(c2ccccc2)NS(=O)(=O)O1 (stereo not given)	-4	-16	11	1	-2	0	-2	-2	0.1
O=C(Nc1ccnn1C1CCN(Cc2cccc(F)c2F)CC1)C1CCCC1	-8	-21	1	-3	-3	2	3	1	0.8
CCOc1ccc(-n2c(SCc3ccc(C(=O)OC)o3)nc3c(c2=O)SCC3)cc1	0	-14	3	-2	2	0	-1	6	-0.1
COC(=O)[C@H](Cc1ccccc1)NC(=O)c1ccc2ccccc2n1	-5	-5	17	-1	2	2	-11	-11	0.8
CCCC(=O)Nc1sc2c(c1C#N)CCCCC2	-5	-12	0	-4	-8	-1	-4	-21	0.1
O=C(O)c1ccccc1/C=N/Nc1ccc(S(=O)(=O)N2CCCC2)cc1[N+](=O)[O-]	-1	3	2	-6	2	1	-4	-8	9.4
CC(=O)Nc1ccc2c(O)cc(S(=O)(=O)O)cc2c1	.	.	8	0	-8	0	-15	-7	1.6
CCOC(=O)C1=C(COC(=O)/C=C/c2ccco2)NC(=O)NC1C (stereo not given)	-1	-16	0	-2	-28	5	0	-7	2.3
CC(Nc1nc(-c2ccccc2F)nc2ccccc12)c1ccccc1 (stereo not given)	-17	2	-4	-6	1	-1	6	-1	0.7
CCN1CCN(C(=O)C2c3cc(OC)c(OC)cc3C(=O)N(C)C2c2ccc(SC)cc2)CC1 (stereo not given)	0	-5	-3	-3	2	3	5	-1	1.0
CC1CC1C(=O)OCC(=O)Nc1cccc(Br)c1 (stereo not given)	.	.	11	-1	-2	0	-5	-1	0.9
COc1ccc(CCN(Cc2nc(-c3ccccc3)no2)Cc2nc(-c3ccccc3)no2)cc1OC	-1	-12	-4	-3	9	0	-9	6	-0.1
O=C(CSc1ccc([N+](=O)[O-])cn1)Nc1ccc2[nH]c(=O)[nH]c2c1	-7	-3	12	-3	-2	0	-8	-6	0.6
Nc1nonc1C(=O)N/N=C\c1cc2c(cc1Cl)OCO2	.	.	2	-1	-5	1	3	-9	0.2
C[C@H](CO)N1C[C@H](C)[C@@H](CN(C)C(=O)Nc2ccc(F)cc2)Oc2ccc(NS(C)(=O)=O)cc2C1=O	-4	-3	2	-3	7	3	-1	-7	0.0
COc1cc(OC)cc(C(=O)NCC(=O)NCC(c2ccco2)N2CCCCC2)c1 (stereo not given)	-2	-2	11	-8	7	-1	-16	-10	-0.1
CS(=O)(=O)N(CC(=O)Nc1ccccc1C(=O)NCc1ccco1)c1ccc2c(c1)OCCO2	-7	-13	-5	-1	-11	15	-4	-15	3.3
COc1ccc(C(=O)NCCc2nc3cc([N+](=O)[O-])ccc3n2C)cc1	4	-29	-7	-3	-8	20	18	-2	5.3
COc1ccc(/C=N/NC(=O)C2C(=O)NCC2c2ccccc2)c(OC)c1 (stereo not given)	-4	-11	-1	-3	-7	2	-2	-14	0.5
COC(=O)c1ccccc1NS(=O)(=O)c1cn(C)c(=O)n(C)c1=O	0	-7	5	-2	-17	0	-10	-5	0.7
CCN1CCN(S(=O)(=O)c2cc(C(=O)O)ccc2Cl)CC1	-6	9	5	-2	-15	0	-7	-6	-0.1
Cc1ccc(C2=NN(CCC(=O)NCCCN3CCOCC3)C(=O)CC2)cc1	-5	-7	5	-3	-8	1	-2	-15	0.5
O=C(COc1ccc(Cl)cc1Cl)NN1C(=O)C2C3C=CC([C@@H]2C1=O)C31CC1 (stereo not given in full)	3	-2	18	-1	-7	1	-11	-3	0.2
O=C(Nc1cc(Cl)ccc1-n1cncn1)c1cc(S(=O)(=O)N2CCOCC2)ccc1F	3	-23	4	-4	-29	9	-4	-7	2.3
CC(=O)Nc1ccc(NC(=O)CSc2nnc(-c3cccnc3)o2)cc1	-1	-8	-1	-1	5	1	1	-4	0.5
C=CCn1c(CNC(=O)CCC)nc2ccccc21	-2	-16	6	-4	0	0	-28	-20	0.6
COC(=O)C(C)NC(=O)c1ccc(C(C)(C)C)cc1 (stereo not given)	-2	-5	-6	-6	-4	0	0	-11	0.1
S=C(NCCNC(=S)Nc1ccccc1Cl)Nc1ccccc1Cl	-10	8	-9	4	-2	24	10	-10	16*
Continued:
SMILES	OXTR potentiator	CHO parental Ca	M1 PAM	M1 ag	M4 antag	M4 ag	CHRM1 antagonist	CHO-K1 Ca antag	M1 ag parental
CCN(CC)c1nc(N2CCN(C)CC2)nc2ccccc12	-5	-6	-10	-8	-2	1	15	5	-0.1
COc1ccc(C(=O)NCCNc2ncc(C(F)(F)F)cc2Cl)cc1[N+](=O)[O-]	-4	-20	-6	-6	1	7	6	-5	3.6
Cc1cc(C)nc(N2CCCC(C(=O)NCc3ccc4c(c3)OCO4)C2)n1 (stereo not given)	-4	-24	4	-4	0	0	-7	-17	0.3
COc1ccccc1C(=O)C1CCCN(C(=O)c2cn3cc(Cl)ccc3n2)C1 (stereo not given)	4	-10	12	-7	0	1	-14	-19	1.1
O=C(Nc1cc(C(F)(F)F)ccc1N1CCCC1)C1CC(=O)N(Cc2ccccc2)C1 (stereo not given)	.	.	7	-4	-4	4	-14	6	0.4
Cc1nnc(NC(=O)CN2CCN(Cc3ccc(F)cc3Cl)CC2)s1	0	-9	8	-5	-11	1	-19	-18	1.3
O=P(COCCOCCOCCOCP(=O)(c1ccccc1)c1ccccc1)(c1ccccc1)c1ccccc1	5	-22	10	-3	-5	1	-11	-13	2.2
COc1ccc(C(=O)CN2C(=O)COc3ccccc32)cc1	-9	-14	-1	-4	0	1	3	-16	1.5
CC(=O)c1ccc(NC(=O)CSc2nc(=O)n(CCN3CCOCC3)c3c2CCC3)cc1	-6	-17	4	-6	8	0	-6	-8	0.2
COc1cnc(-c2ccccc2)[nH]c1=O	-8	-8	3	-6	11	0	5	-3	-0.1

Laid out differently: entries from further up
The line under a structure holds: OXTR potentiator	CHO parental Ca	M1 PAM	M1 ag	M4 antag	M4 ag	CHRM1 antagonist	CHO-K1 Ca antag	M1 ag parental
O=C(Nc1cc(C(F)(F)F)ccc1N1CCCC1)C1CC(=O)N(Cc2ccccc2)C1 (stereo not given)
→ .	.	7	-4	-4	4	-14	6	0.4
COc1cnc(-c2ccccc2)[nH]c1=O
→ -8	-8	3	-6	11	0	5	-3	-0.1
Cc1cc(C)nc(N2CCCC(C(=O)NCc3ccc4c(c3)OCO4)C2)n1 (stereo not given)
→ -4	-24	4	-4	0	0	-7	-17	0.3

Next structures:
SMILES	OXTR potentiator	CHO parental Ca	M1 PAM	M1 ag	M4 antag	M4 ag	CHRM1 antagonist	CHO-K1 Ca antag	M1 ag parental
O=[N+]([O-])c1ccccc1Nc1c2ccccc2nc2ccccc12	-10	2	17	7	0	0	-5	-6	1.8
Cc1ccccc1CNC(=O)C1CCC(=O)N(Cc2cccc(F)c2)C1 (stereo not given)	-3	-15	17	0	-11	2	-12	-1	-0.2
CC(=O)Nc1ccc(NC(=O)CSc2nc3c([nH]c4ccccc43)c(=O)n2-c2ccccc2F)cc1	0	-3	-6	-4	5	6	13	4	0.4
C=CCOCCn1[nH]c2ccccc2c1=O	1	-12	9	-3	6	2	3	-15	0.0
Cc1c(NC(=O)C(C)Oc2cccc(Cl)c2)c(=O)n(-c2ccccc2)n1C (stereo not given)	-1	8	6	-6	4	0	-11	1	0.5
Cn1c(=O)oc2cc(S(=O)(=O)NCCN3CCc4ccccc4C3)ccc21	-2	-10	2	-13	-9	1	3	10	0.0
COc1ccc2oc(C(=O)NNC(=O)c3ccc(F)cc3)c(C)c2c1	-3	-4	16	-1	-4	1	-13	12	0.0
CCOc1ccc(S(=O)(=O)NCCC(=O)NCC2COc3ccccc3O2)cc1 (stereo not given)	-3	-8	9	-4	-8	3	-8	-14	0.7
Cc1ocnc1C(=O)Nc1ccc(Cl)cc1	-3	-7	-2	-7	-8	3	-3	-27	0.6
Cc1cc(C(=O)N(C)C)sc1-c1ccccc1	-4	-18	7	-5	2	-2	-22	3	-0.5
C/C(=N\NC(=O)c1c(Cl)cnn1C)c1ccc(NC(=O)c2ccncc2)cc1	-8	4	3	-2	-2	1	-1	12	-0.4
Brc1ccc(NCc2cccc3ccccc23)nc1	-9	-14	5	-4	-3	-1	1	0	-0.3
Cc1ccc(CNC(=O)c2ccc3c(c2)NC(=O)C(N2CCOCC2)S3)cc1 (stereo not given)	0	-15	8	-3	0	2	-12	-9	1.8
